CHRM1 antagonist: antagonists of human M1 muscarinic receptor | CHO-K1 hM1, Fluo-8 calcium fluorescence, ACh EC80 antagonist | inhibition, % at 3 µM | actives 1.3% (n = 360,000) | AID 588852;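 active means percent inhibition above its own plate's cutoff, namely the mean of that plate's compound wells plus 3 SD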;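 further: peak over basal fluorescence ratio during 140 s after agonist addition; 0% = ACh EC80 plus DMSO and 100% = DMSO alone without agonist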
Target sequence (P11229 whole entry, looked up): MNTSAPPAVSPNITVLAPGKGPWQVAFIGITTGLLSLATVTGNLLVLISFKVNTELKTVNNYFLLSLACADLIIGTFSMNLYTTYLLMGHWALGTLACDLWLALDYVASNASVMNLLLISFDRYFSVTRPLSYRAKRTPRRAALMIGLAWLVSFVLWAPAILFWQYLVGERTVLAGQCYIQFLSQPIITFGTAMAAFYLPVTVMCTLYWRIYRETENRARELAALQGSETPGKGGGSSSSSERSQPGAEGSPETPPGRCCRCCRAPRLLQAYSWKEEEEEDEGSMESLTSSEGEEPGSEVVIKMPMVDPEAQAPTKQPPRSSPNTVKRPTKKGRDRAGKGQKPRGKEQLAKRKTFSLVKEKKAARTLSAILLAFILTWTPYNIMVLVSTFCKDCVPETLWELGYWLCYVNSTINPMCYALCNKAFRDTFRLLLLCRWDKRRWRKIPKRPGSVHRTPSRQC
CHO-K1 Ca ag: counter-screen for M1 agonists: effect in parental CHO-K1 cells | Fluo-8 calcium fluorescence; scaled to maximal ATP response, vehicle zero | activation, % at 3 µM | actives 0.48% (n = 360,000) | AID 602248; in the data active means activation above about 15%;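 further: untransfected CHO-K1 host cells lacking M1 receptor as counterscreen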
TAAR1 antag: human TAAR1 antagonism; Q96RJ0; CHO RD-HGA16 TAAR1, Fluo-8 calcium fluorescence, antagonist; inhibition, % at 3 µM; actives 1.5% (n = 360,000); AID 624466;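 active means inhibition above a per-plate cutoff, the mean inhibition of test compounds on that plate plus 3 SD, cut at about 49% in these data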;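 further: 0% = DMSO plus EC80 beta-PEA response and 100% = DMSO alone without agonist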
Target sequence (Q96RJ0 whole entry, looked up): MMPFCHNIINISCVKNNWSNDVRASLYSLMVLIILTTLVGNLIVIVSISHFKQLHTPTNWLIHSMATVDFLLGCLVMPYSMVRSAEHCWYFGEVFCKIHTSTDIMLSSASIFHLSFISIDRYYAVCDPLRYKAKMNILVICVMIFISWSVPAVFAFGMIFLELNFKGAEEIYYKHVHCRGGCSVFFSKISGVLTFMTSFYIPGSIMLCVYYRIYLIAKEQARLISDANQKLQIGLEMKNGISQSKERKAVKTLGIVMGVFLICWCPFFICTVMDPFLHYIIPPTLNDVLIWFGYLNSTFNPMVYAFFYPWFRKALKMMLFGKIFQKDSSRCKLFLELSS
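Assay system: RD-HGA16 CHO cells with stable hTAAR1 and Gα16 / Reagent: EC80 β-phenethylamine stimulus / Doses: 3 µM, single point / Timing: dye loading 75 min at 37 °C, then 30 min room temperature / Measured by: Fluo-8 intracellular calcium dye fluorescence, real-time kinetic reads / Controls: vehicle wells and EC80 agonist wells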
CHO-K1 Ca antag: nonselective inhibitor or artifact in parental CHO-K1 cells; ATP-induced calcium, Fluo-8 fluorescence; inhibition, % at 3 µM; actives 0.6% (n = 360,000); AID 602250;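 active means inhibition above a per-plate cutoff, the plate's mean sample inhibition plus 3 SD, cut at about 24% in these data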;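 further: 0% = DMSO plus EC80 ATP and 100% = DMSO alone without ATP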
CHO-K1 Ca PAM: M1 PAM counterscreen hit in parental CHO-K1 cells; ATP EC20, Fluo-8 calcium fluorescence; 0% at ATP EC20, 100% at ATP max; activation, % at 3 µM; actives 0.02% (n = 360,000);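 active means activation above the run cutoff, the mean activation of all test compounds plus 3 SD, cut at about 40% in these data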;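 further: peak over basal fluorescence ratio in a 140 s read after ATP addition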
CHRM1 agonist: activates human CHRM1 receptor; actives 0.33% (n = 360,000); activation, % at 3 µM; CHO-K1 hM1, Fluo-8 calcium fluorescence, agonist mode; 0% DMSO, 100% acetylcholine EC100; P11229;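 active means activation above the run's mean compound activation plus 3 SD, cut at about 16% in these data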;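 further: peak over basal fluorescence ratio within a 140 s kinetic read after compound addition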
M1 PAM: human CHRM1 positive allosteric modulation | CHO-K1 hM1, Fluo-8 calcium fluorescence, ACh EC20; 0% = ACh EC20, 100% = maximal ACh | activation, % at 3 µM | actives 0.088% (n = 360,000) | AID 588819; in the data active means activation above about 19%, passing the limit was not always enough
CHO parental Ca: signal in parental CHO cells, OX1R antagonist counter-screen; parental CHO-K1, ATP-induced calcium, Fluo-8 fluorescence; inhibition, % at 5.6 µM; actives 0.63% (n = 330,000); AID 463079;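 active means inhibition above that plate's mean sample inhibition plus 3 SD, cut at about 26% in these data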;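 further: 0% = ATP-challenged DMSO wells and 100% = DMSO wells without ATP; some compounds past the cut are filed as inactive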
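Material: Parental CHO cells | Reagent: ATP | Compound dosing: Single nominal dose of 5.6 µM per compound | Detection: Intracellular calcium via Fluo-8 no-wash fluorescent dye | Read-out: % inhibition of ATP-induced calcium mobilization | Benchmarks: Low control ATP plus DMSO, high control DMSO only | Replicates: Singlicate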
TAAR1 ag: human TAAR1 agonism; CHO RD-HGA16 TAAR1, Fluo-8 calcium fluorescence; vehicle wells 0%, saturating PEA agonist 100%; activation, % at 3 µM; AID 624467; actives 0.99% (n = 360,000);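 active means activation above the mean activation of all test compounds in the run plus 3 SD, cut at about 38% in these data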
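System: CHO-derived RD-HGA16 cells with stable Gα16 and human TAAR1 / Times: 17-24 h plating, Fluo-8 75 min 37 °C, 30 min RT / Technique: calcium-sensitive Fluo-8 signal, excitation 470-495, emission 515-575 nm / Measure: % activation relative to PEA EC100 response / Benchmarks: DMSO and PEA EC100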
Active calls of the source: *; . = not tested or not shown.

SMILES	CHRM1 antagonist	CHO-K1 Ca ag	TAAR1 antag	CHO-K1 Ca antag	CHO-K1 Ca PAM	CHRM1 agonist	M1 PAM	CHO parental Ca	TAAR1 ag
CC1CCCCC12NC(=O)N(CC(=O)N1CCN(S(=O)(=O)/C=C/c3ccccc3)CC1)C2=O (stereo not given)	-4	0.2	7	-10	19	-6	3	-27	8
CC(C)c1ccc(-c2nc(N3CCCCCC3)nc3n[nH]c(N)c23)cc1	7	1.0	-3	13	-6	-2	-5	-20	10
COc1ccc(-n2c(=S)[nH]c3ccccc32)cc1	-18	1.1	2	-17	17	-4	6	-15	10
CCN1CCCC1CNC(=O)Cn1cccc1C(=O)c1ccccc1C (stereo not given)	-1	-0.1	-7	-7	13	-6	6	-28	4
CCOc1ccc(NC(=S)N(CCc2c(C)[nH]c3ccc(C)cc23)Cc2cccnc2)cc1	13	0.3	-3	5	2	-5	-5	-16	-2
COC(=O)Nc1nnc(-c2ccncc2)s1	12	1.1	-12	-11	20	-3	-4	6	7
CC(=O)Nc1ccc(Nc2cc(C)nc3c(-c4ccc(Cl)cc4)c(C)nn23)cc1	-2	-0.5	-16	1	1	-2	5	-7	2
CN1CCN(C(=O)c2ccc3c(c2)NC(=O)/C(=C/c2ccccc2)S3)CC1	1	3.7	10	-5	7	-5	-6	-14	7
N#C/C(=C/c1ccc(N2CCCCCC2)o1)c1ccc(Cl)cc1	1	0.5	.	1	10	10	12	-11	.
O=C(CCCN1C(=O)C(c2ccccc2)Oc2cccnc21)Nc1cccc(F)c1 (stereo not given)	9	6.5	11	-3	8	-1	-7	-16	1
COc1ccc([C@H]2C[C@H](n3cc(COC(=O)c4ccccc4)nn3)[C@@H](O)CN2CC2CCCCC2)cc1	-9	0.2	-21	-13	17	-3	3	.	-1
Cn1ccc(=NC=C(C#N)C#N)c2ccccc21	4	3.3	-2	-8	19	-6	-1	16	4
COc1ccc(NC(=O)C2Cc3c(-c4cccc(NC(C)=O)c4)ccnc3O2)cc1 (stereo not given)	-16	2.8	-5	-5	-2	0	4	.	6
Cc1ccc(NC(=O)CSc2nnc(CNC(=O)c3cccs3)o2)cc1	-4	0.1	1	2	8	-8	11	-9	4
Clc1ccc(-c2nnc(-c3ccccc3)o2)cn1	-1	3.8	-26	-2	3	-5	2	.	9
CCC(NS(=O)(=O)c1ccc2c(c1)NC(=O)C(C)C(=O)N2)c1cccs1 (stereo not given)	-4	0.7	-2	-8	14	-4	2	-6	1
CCOc1ccc(CNC(=O)c2ccc3nc(N4CCOCC4)sc3c2)cc1	-11	0.6	-17	-3	19	4	6	-8	0
O=C1CN(C(=O)c2ccccc2)C(c2ccccc2)c2cc(Cl)ccc2N1 (stereo not given)	0	1.3	0	-4	5	-5	7	-13	4
O=C(c1ccccc1F)N(Cc1ccccc1)Cc1ccccc1	-2	0.5	-8	-8	-8	-2	7	.	0
Cc1ccc(-n2nc(C)c(/C=N/n3c(C)n[nH]c3=S)c2Cl)cc1	-10	1.0	-10	-19	17	-4	9	-18	2
Cc1ccc(C(=O)Nc2ccc(N3CCOCC3)cc2N2CCOCC2)cc1	-11	1.9	12	8	2	3	14	-13	2
CC1CC(C)CN(CCCNC(=O)C2CCN(S(=O)(=O)N3CCCCC3)CC2)C1 (stereo not given)	15	0.2	6	-3	7	-9	-10	-10	0
CC(Sc1ccccc1)C(=O)NNC(=O)c1ccncc1 (stereo not given)	3	-0.3	-36	3	-8	11	17	-3	2
CCC(=O)Nc1nnc(SCC(=O)Nc2ccc3c(c2)OCO3)s1	-4	1.0	-14	4	6	-1	7	-6	2

3 structures already listed, arranged by molar mass, high to low.
SMILES	CHRM1 antagonist	CHO-K1 Ca ag	TAAR1 antag	CHO-K1 Ca antag	CHO-K1 Ca PAM	CHRM1 agonist	M1 PAM	CHO parental Ca	TAAR1 ag
CCOc1ccc(CNC(=O)c2ccc3nc(N4CCOCC4)sc3c2)cc1	-11	0.6	-17	-3	19	4	6	-8	0
Cc1ccc(-n2nc(C)c(/C=N/n3c(C)n[nH]c3=S)c2Cl)cc1	-10	1.0	-10	-19	17	-4	9	-18	2
Clc1ccc(-c2nnc(-c3ccccc3)o2)cn1	-1	3.8	-26	-2	3	-5	2	.	9

Further entries.
SMILES	CHRM1 antagonist	CHO-K1 Ca ag	TAAR1 antag	CHO-K1 Ca antag	CHO-K1 Ca PAM	CHRM1 agonist	M1 PAM	CHO parental Ca	TAAR1 ag
CC(=O)c1ccc(N2CCN(C(=O)/C=C/c3ccc4ccccc4n3)CC2)cc1	-10	2.4	37	-11	14	-3	6	-15	12
O=C(CN(C(=O)Cn1nnc(-c2ccc(F)cc2)n1)c1ccc(F)cc1)NC1CCCC1	-2	3.4	-28	-10	-6	-2	7	-30	-1
COc1cc(C2C(C#N)=C(N)OC3=C2C(=O)CC(C)(C)C3)c([N+](=O)[O-])cc1OC (stereo not given)	4	0.9	8	6	9	-2	4	11	13
Cc1cc(C(=O)COC(=O)c2ccc3c(c2)OCO3)c(C)n1Cc1cccs1	4	1.3	-27	-1	3	-1	-1	29	6
CCOc1ccc(NC(=O)c2cccc(NC3=NC4CS(=O)(=O)CC4S3)c2)cc1 (stereo not given)	-10	0.1	-31	4	13	-3	7	5	1
CCc1ccc(/C=C/c2c[nH]c3ccccc23)[n+](CC)c1	5	0.6	11	-2	8	-11	0	-5	6
Cc1cc(C(=O)CSc2n[nH]c(N)n2)c(C)n1-c1cc(F)ccc1F	11	2.7	1	-6	14	-1	-6	-8	2
CCCCC(c1nc2ccccc2[nH]1)n1c(=O)c(-c2ccccc2)nc2cc(C)c(C)cc21 (stereo not given)	-11	-0.5	-16	1	-10	-1	-4	.	-1
CCOC(=O)C1=c2s/c(=C\c3ccncc3)c(=O)n2C(N)=C(C(=O)OC)C1c1ccncc1 (stereo not given)	-6	3.8	18	-13	21	-4	8	-13	4
CCCn1c2ccccc2c2cnn(CC(=O)NCCCOC)c(=O)c21	-12	0.8	-8	-10	11	-3	7	.	1
Cc1ccc(Oc2cnn(-c3ccccc3)c(=O)c2Br)cc1	0	0.2	-12	-15	23	-7	3	-15	1
Cc1csc(NC(=O)C2CCN(C(=O)c3ccccc3C)CC2)n1	-9	1.2	-10	-24	14	0	7	6	6
CCN(CC)S(=O)(=O)c1cccc(NC(=O)COC(=O)c2cccs2)c1	1	12	-8	-5	9	-1	1	-4	8
COc1ccc2c(c1[N+](=O)[O-])CCC/C2=N/OC(=O)c1ccccc1SC	-8	0.8	16	-14	15	-2	0	-20	11
Cc1cccc(C(=O)N/N=C/c2ccncc2)c1	13	0.5	2	-1	-6	-3	-7	-14	1
CN1C(=S)SC(N(O)C(=O)Nc2ccccc2)C1(C)C (stereo not given)	-5	0.5	1	3	5	-1	-9	12	7
COc1cccc(-c2sc3ccc(OC)cc3c2-c2cc(F)cc(OC)c2)c1	4	-0.1	-1	-5	-19	-3	0	-25	19
Cc1ccc(C2CC2/C(=N/O)c2ccc(F)cc2)cc1 (stereo not given)	-16	-0.2	2	-14	20	-1	4	3	1
O=C(OCc1nnc(-c2ccccc2)o1)c1ccc2c(c1)OCO2	3	1.8	-1	-4	18	-5	-2	-12	8
CC1CCCN(C(=O)C2CCC(CNc3c(N4CCCCC4)c(=O)c3=O)CC2)C1 (stereo not given)	1	0.0	-15	-3	1	-2	2	-12	-1

Of the compounds above, these have a halogen:
SMILES	CHRM1 antagonist	CHO-K1 Ca ag	TAAR1 antag	CHO-K1 Ca antag	CHO-K1 Ca PAM	CHRM1 agonist	M1 PAM	CHO parental Ca	TAAR1 ag
CC(=O)Nc1ccc(Nc2cc(C)nc3c(-c4ccc(Cl)cc4)c(C)nn23)cc1	-2	-0.5	-16	1	1	-2	5	-7	2
N#C/C(=C/c1ccc(N2CCCCCC2)o1)c1ccc(Cl)cc1	1	0.5	.	1	10	10	12	-11	.
O=C(CCCN1C(=O)C(c2ccccc2)Oc2cccnc21)Nc1cccc(F)c1 (stereo not given)	9	6.5	11	-3	8	-1	-7	-16	1
Clc1ccc(-c2nnc(-c3ccccc3)o2)cn1	-1	3.8	-26	-2	3	-5	2	.	9
O=C1CN(C(=O)c2ccccc2)C(c2ccccc2)c2cc(Cl)ccc2N1 (stereo not given)	0	1.3	0	-4	5	-5	7	-13	4
O=C(c1ccccc1F)N(Cc1ccccc1)Cc1ccccc1	-2	0.5	-8	-8	-8	-2	7	.	0
Cc1ccc(-n2nc(C)c(/C=N/n3c(C)n[nH]c3=S)c2Cl)cc1	-10	1.0	-10	-19	17	-4	9	-18	2
O=C(CN(C(=O)Cn1nnc(-c2ccc(F)cc2)n1)c1ccc(F)cc1)NC1CCCC1	-2	3.4	-28	-10	-6	-2	7	-30	-1
Cc1cc(C(=O)CSc2n[nH]c(N)n2)c(C)n1-c1cc(F)ccc1F	11	2.7	1	-6	14	-1	-6	-8	2
Cc1ccc(Oc2cnn(-c3ccccc3)c(=O)c2Br)cc1	0	0.2	-12	-15	23	-7	3	-15	1
COc1cccc(-c2sc3ccc(OC)cc3c2-c2cc(F)cc(OC)c2)c1	4	-0.1	-1	-5	-19	-3	0	-25	19
Cc1ccc(C2CC2/C(=N/O)c2ccc(F)cc2)cc1 (stereo not given)	-16	-0.2	2	-14	20	-1	4	3	1

Screening results deposited in PubChem by The Scripps Research Institute Molecular Screening Center.
